ABCG2 inh – human ABCG2 inhibition, ABCB1 as counter-screen | AID 1325 | 190,000 tested, 0.1% active | IgMXP3 cells, JC-1 efflux, flow cytometry | inhibition, % at 6.6 µM;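 active = inhibition above 80%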;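 also: 0% = DMSO and 100% = nicardipine control wells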
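Test system: IgMXP3 (ABCG2) plus far-red-tagged CCRF-Adr (ABCB1) cells / Amount: 3 million cells/mL in well / Reagent: JC-1 transporter substrate / Timing: 10 min compound exposure, 25 °C / Signal: flow cytometry, 530 nm JC-1 signal / Read-out: percent efflux inhibition, scaled nicardipine 100% to DMSO 0% / Benchmarks: nicardipine as high control, DMSO as low control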
Bfl-1 Bim block – human Bim-Bfl-1 interaction inhibition. 190,000 tested, 0.12% active. AID 1008. inhibition, % at 10 µM. Q16548. Bead-based flow cytometry, Bim-Bfl-1 binding inhibition;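 also: 0% = wells without compound plus tracer and 100% = blocker peptide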
Bim-Bcl-B – human Bim-Bcl-B interaction inhibition; Q9HD36; bead-based flow cytometry, Bim peptide-Bcl-B binding; inhibition, % at 10 µM; 190,000 tested, 0.073% active; AID 951;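 also: 0% = tracer peptide without compound and 100% = reference inhibitor peptide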
Target sequence (Q9HD36 whole entry, looked up): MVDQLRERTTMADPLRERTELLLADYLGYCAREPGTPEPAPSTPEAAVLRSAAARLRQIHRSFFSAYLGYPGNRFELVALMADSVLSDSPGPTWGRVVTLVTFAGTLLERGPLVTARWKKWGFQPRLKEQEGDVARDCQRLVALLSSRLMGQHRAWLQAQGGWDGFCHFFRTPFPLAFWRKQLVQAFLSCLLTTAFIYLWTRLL
Bim-Bcl-2 – human Bim-Bcl-2 interaction inhibition; P10415; Bead-based flow cytometry, Bim peptide-Bcl-2 binding; inhibition, % at 10 µM; 190,000 tested, 0.06% active; AID 950; in the data active = inhibition above about 40%; inconclusive = no clear call, values can overlap the other calls;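 also: 0% = no compound wells with probe peptide and 100% = reference peptide inhibitor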
RGS7-Gao – modulates binding of RGS7 to human Galphao; binding response (% of control), % at 10 µM; 220,000 tested, 0.35% active; Multiplexed bead flow cytometry; actives lie on both sides; P09471; in the data active = binding response below about 49% or above about 150%; inconclusive = no clear call, values can overlap the other calls; inactive = in between;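 also: fluorescent Galphao held in activated GDP-AlF4 state binding bead-coupled RGS7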
Bim-Mcl-1 – human Bim-Mcl-1 interaction inhibition | Bead-based flow cytometry, Bim peptide-Mcl-1 binding | inhibition, % at 10 µM | AID 1009 | Q07820 | 190,000 tested, 0.1% active;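 also: 0% = no compound tracer wells and 100% = peptide blocker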
Target sequence (Q07820 whole entry, looked up): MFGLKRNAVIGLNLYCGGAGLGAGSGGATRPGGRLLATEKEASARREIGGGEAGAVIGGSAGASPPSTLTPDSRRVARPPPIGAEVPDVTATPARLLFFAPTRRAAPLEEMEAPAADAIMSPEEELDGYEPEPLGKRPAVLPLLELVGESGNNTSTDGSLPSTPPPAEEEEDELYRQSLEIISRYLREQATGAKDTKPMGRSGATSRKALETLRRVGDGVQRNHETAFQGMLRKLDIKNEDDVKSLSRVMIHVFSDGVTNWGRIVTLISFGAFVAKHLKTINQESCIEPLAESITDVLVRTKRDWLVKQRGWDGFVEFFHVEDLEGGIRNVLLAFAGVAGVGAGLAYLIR
Bim-Bcl-W – disrupts Bim peptide binding to human Bcl-W; Q92843; bead-based flow cytometry; inhibition, % at 10 µM; 190,000 tested, 0.02% active;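 also: 0% = bound tracer without compound and 100% = peptide blocker; higher means less fluorescent Bim peptide bound to Bcl-W beads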
Target sequence (Q92843 whole entry, looked up): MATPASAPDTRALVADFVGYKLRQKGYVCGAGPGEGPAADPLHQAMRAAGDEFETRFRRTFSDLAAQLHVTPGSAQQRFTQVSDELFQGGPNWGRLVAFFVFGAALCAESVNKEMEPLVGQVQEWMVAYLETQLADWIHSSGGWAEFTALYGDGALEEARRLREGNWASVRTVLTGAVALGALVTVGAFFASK
ABCB1 inh – blocks JC-1 efflux by human ABCB1 transporter | 190,000 tested, 0.067% active | P08183 | CCRF-Adr cells, flow cytometry | inhibition, % at 6.6 µM; in the data active = inhibition above about 40%;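 also: 0% = vehicle and 100% = reference inhibitor; higher value means more JC-1 retained so stronger ABCB1 efflux block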
RGS4-Gao reg – modulates binding of RGS4 to human Galphao; P09471; Multiplexed bead flow cytometry; actives lie on both sides; binding response (% of control), % at 10 µM; 220,000 tested, 0.33% active; in the data active = binding response below about 49% or above about 150%; inactive = in between;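 also: fluorescent Galphao activated with aluminum fluoride binding bead-coupled RGS4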
RGS8-Gao – modulates binding of RGS8 to human Galphao | multiplexed bead flow cytometry; actives lie on both sides | response (percent of control binding), % at 10 µM | 220,000 tested, 0.34% active; in the data active = response below about 60% or above about 140%; inactive = in between;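 also: Galphao activated as the GDP aluminium fluoride complex binding bead-coupled RGS8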
Bcl-XL Bim block – inhibitors of Bim-Bcl-XL interaction, human; Q07817; Bim peptide-Bcl-XL binding, bead flow cytometry, fluorescence; inhibition, % at 10 µM; 190,000 tested, 0.04% active
Target sequence (Q07817 whole entry, looked up): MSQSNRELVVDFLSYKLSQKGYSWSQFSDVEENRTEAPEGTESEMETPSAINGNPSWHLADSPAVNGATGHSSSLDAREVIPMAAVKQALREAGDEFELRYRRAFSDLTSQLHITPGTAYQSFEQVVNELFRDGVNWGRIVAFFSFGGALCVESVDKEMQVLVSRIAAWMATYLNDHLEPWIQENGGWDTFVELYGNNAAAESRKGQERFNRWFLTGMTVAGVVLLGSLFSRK
* = called active by the depositor; ? = inconclusive. Rule as the data show it, unless noted: active = inhibition above about 40%. No enrichment for hits; overall some 0.94% were active at least once.

SMILES	ABCG2 inh	Bfl-1 Bim block	Bim-Bcl-B	Bim-Bcl-2	RGS7-Gao	Bim-Mcl-1	Bim-Bcl-W	ABCB1 inh	RGS4-Gao reg	RGS8-Gao	Bcl-XL Bim block
CCOC(=O)N1CCC(NC(=O)C2CCCN(C(=O)c3cc4sccc4n3C)C2)CC1 (stereo unspecified)	2	-5	-2	-6	102	0	1	0.6	104	101	-1
CCN1CCN(c2nc(C)c3c(n2)CC(C)CC3=O)CC1 (stereo unspecified)	2	-4	-2	-2	95	-1	0	0.6	96	102	-2
CC(=O)NN1C(=O)c2ccc(Oc3ccc4c(c3)C(=O)N(NC(C)=O)C4=O)cc2C1=O	4	-5	-4	-2	97	0	0	0.0	101	102	0
N/C(Cc1ccc(Cl)cc1)=N\OC(=O)c1ccccc1	39	-13	-13	-5	98	-2	0	4.1	100	101	-5
OC1CCCN(Cc2cccc3ccccc23)C1 (stereo unspecified)	3	-11	-8	-9	99	-1	-1	0.4	102	101	-20
COc1ccc(CN(C(=O)Cc2cccs2)C(C(=O)NC2CCCC2)c2ccncc2)cc1 (stereo unspecified)	-2	1	-5	-3	99	-2	-2	-0.5	101	101	-3
CCCN1CCCc2cc(CN)ccc21	0	7	16	6	103	2	3	1.3	100	101	-1
COc1ccc(NC(=O)C2CCCO2)cc1 (stereo unspecified)	0	-3	-7	-3	103	-3	-7	0.3	101	101	-8
COc1nc(OCCNC(=O)Nc2ccccc2)nc(N(C)C)n1	6	-5	2	-4	90	-5	-1	0.3	90	100	0
O=C(CN1C(=O)COc2ccccc21)NCCCN1CCN(Cc2ccccc2)CC1	-1	-9	-5	-4	101	1	-1	0.2	100	101	-4
CCOC(=O)CC1=C(C(=O)OCC)C(c2cccnc2)C(C#N)=C(N)O1 (stereo unspecified)	0	-2	2	-2	90	0	-3	0.1	90	95	2
COc1ccc2c(CC(=O)NCCN3C(=O)S/C(=C\c4cccnc4)C3=O)coc2c1	3	3	-7	-6	106	0	-4	1.1	105	103	-4
Cc1ccccc1-n1c(=O)cc(N2CCc3ccccc32)[nH]c1=O	1	-8	-6	-5	103	0	1	0.1	106	105	-3
O=C(CN1C(=O)NC2(CCCCC2)C1=O)Nc1ccc(N2CCOCC2)cc1	6	0	-3	-1	99	-2	-4	1.2	100	95	-5
CC(=O)Nc1cccc(C(=O)N/N=C/c2ccc(C)o2)c1	0	0	3	-3	97	-4	0	0.0	96	90	0
C=CCN(CC=C)Cc1nc(N)nc(Nc2ccccc2C)n1	1	0	-5	3	96	0	0	0.0	100	101	-1
CC(=O)NC(=S)Nc1ccc(N2CCOCC2)c(S(=O)(=O)Nc2cc(Cl)ccc2Cl)c1	4	-2	-4	-4	?	-1	0	0.4	98	101	-2
NC(=O)c1ccc(SCC(=O)NC2CCCCC2)c([N+](=O)[O-])c1	-1	-5	-1	-4	100	0	-4	-0.4	100	102	-3
Cc1occc1C(=O)NNC(=O)C1CCCC1	1	1	0	1	98	-1	-1	0.8	97	91	0
Cc1oc(-c2ccc(Cl)cc2)nc1CN1CCC(C(=O)NCc2cccs2)CC1	17	-16	-11	-7	101	-3	-2	1.3	103	104	-7
Cc1ccc(-c2ccc(S(=O)(=O)NCC3CCCO3)cc2)cc1 (stereo unspecified)	0	-4	1	-2	101	13	10	0.0	102	102	2
COc1c(F)c(F)c(C(=O)Nc2ccc(NC(=O)Cc3ccccc3)cc2)c(F)c1F	0	-7	-5	-5	100	-2	-3	0.2	100	102	-2
COCCN(CC(=O)NC1CCCCC1)C(=O)c1csnn1	2	-1	0	-2	100	1	0	0.6	101	102	0
O=C(NNS(=O)(=O)c1ccc(C(=O)NC2CCCC2)cc1)c1ccncc1	3	1	-14	-1	?	-1	0	1.4	103	101	-5
O=C(Nc1ccc(Cl)cc1)N1CCOC12CCCCC2	55	-8	-4	-6	?	0	-2	1.1	101	100	-2

Structural class, the entries above with a furan ring, fused or not (3)
SMILES	ABCG2 inh	Bfl-1 Bim block	Bim-Bcl-B	Bim-Bcl-2	RGS7-Gao	Bim-Mcl-1	Bim-Bcl-W	ABCB1 inh	RGS4-Gao reg	RGS8-Gao	Bcl-XL Bim block
COc1ccc2c(CC(=O)NCCN3C(=O)S/C(=C\c4cccnc4)C3=O)coc2c1	3	3	-7	-6	106	0	-4	1.1	105	103	-4
CC(=O)Nc1cccc(C(=O)N/N=C/c2ccc(C)o2)c1	0	0	3	-3	97	-4	0	0.0	96	90	0
Cc1occc1C(=O)NNC(=O)C1CCCC1	1	1	0	1	98	-1	-1	0.8	97	91	0

The main list resumes with the five entries that preceded the break.
SMILES	ABCG2 inh	Bfl-1 Bim block	Bim-Bcl-B	Bim-Bcl-2	RGS7-Gao	Bim-Mcl-1	Bim-Bcl-W	ABCB1 inh	RGS4-Gao reg	RGS8-Gao	Bcl-XL Bim block
Cc1ccc(-c2ccc(S(=O)(=O)NCC3CCCO3)cc2)cc1 (stereo unspecified)	0	-4	1	-2	101	13	10	0.0	102	102	2
COc1c(F)c(F)c(C(=O)Nc2ccc(NC(=O)Cc3ccccc3)cc2)c(F)c1F	0	-7	-5	-5	100	-2	-3	0.2	100	102	-2
COCCN(CC(=O)NC1CCCCC1)C(=O)c1csnn1	2	-1	0	-2	100	1	0	0.6	101	102	0
O=C(NNS(=O)(=O)c1ccc(C(=O)NC2CCCC2)cc1)c1ccncc1	3	1	-14	-1	?	-1	0	1.4	103	101	-5
O=C(Nc1ccc(Cl)cc1)N1CCOC12CCCCC2	55	-8	-4	-6	?	0	-2	1.1	101	100	-2
CCn1cc(C(=O)N2CCN(c3ccccn3)CC2)c(=O)c2cc(S(=O)(=O)N(C)C3CCCCC3)ccc21	0	8	-8	0	103	-2	0	0.2	100	95	0
Cc1ccccc1C(=O)Nc1ccccc1C(=O)NCc1ccccc1	2	-13	-5	-3	103	1	4	0.7	101	103	0
O=C(CC1(C(F)(F)F)OCCO1)Nc1ccc2c(c1)OCO2	0	0	0	1	101	0	0	-0.1	105	105	0
O=C(Nc1cccc2c1C(=O)NC2=O)c1ccc(S(=O)(=O)N2CCCC2)cc1	4	5	1	-1	96	-4	0	-0.4	96	89	-2
COCCn1c(C)cc(C(=O)COC(=O)c2cncc(Br)c2)c1C	38	-5	-3	-2	99	-4	-4	1.2	98	100	-3
CCCc1nnc(-c2cc(OC)c(OC)c(OC)c2)o1	14	-15	-6	-10	98	-3	-1	0.8	98	98	-3
O=C(O)/C(=C\c1ccc(Br)cc1)c1ccc(S(=O)(=O)N2CCCCC2)s1	26	6	17	0	70	9	11	14	86	82	10
Cn1c(=O)[nH]c(=O)c2c1ncn2CCN1CCOCC1	10	-2	1	4	100	-2	1	-0.2	102	100	-2
Clc1ccc(Nc2nc3cccnc3s2)cc1	4	-3	1	0	?	1	2	1.0	101	101	-1
O=c1ccnc(S/C=C/c2ccccc2)[nH]1	2	-3	-1	-1	100	-1	-4	0.9	100	100	-4
Cc1ccc(C(=O)C(O)C(c2ccc(C)cc2)N2CCCCC2)cc1 (stereo unspecified)	0	-7	-5	0	?	0	-5	0.6	100	101	-3
CCOC(=O)Cc1csc(NS(=O)(=O)c2ccc3ccccc3c2)n1	6	-2	-8	-4	96	-2	-4	8.6	97	86	-5
O=C(CSc1nnc(-c2ccco2)n1Cc1ccco1)NCc1ccccc1	2	-11	-7	-8	102	-2	1	1.0	102	100	-8
COc1ccc2c(c1)C(C)=CC(C)(C)N2C(=O)Nc1ccccc1	5	13	5	17	95	5	7	1.1	100	95	8
CCOC(=O)c1cnc(-c2ccccc2)nc1Oc1ccc(Cl)c(Cl)c1	2	0	0	0	118	1	1	0.2	115	115	-2
O=C(OCCn1cncn1)c1cc2ccccc2oc1=O	0	-3	-7	-1	94	0	-1	0.1	96	99	0
O=c1c(Cl)nc2cc(Cl)ccc2n1CCNc1ncc(C(F)(F)F)cc1Cl	1	0	1	2	98	9	-3	0.4	102	98	-3
Cc1ccc(S(=O)(=O)/N=C(/NC(=S)Nc2ccccc2)c2ccccc2)cc1	-1	1	1	-2	100	0	6	-0.5	100	100	4
O=C(Nc1c2c(nn1-c1ccc(F)cc1)CS(=O)(=O)C2)C12CC3CC(CC(C3)C1)C2	1	-3	-1	-2	98	-5	-5	0.1	98	99	-2
Cc1cc(=O)[nH]c(Cc2ccc(OC(C)C)cc2)n1	0	-10	-6	-6	101	-1	0	0.4	106	103	3
CCn1c2ccc(/C(C)=N\O)cc2c2cc(/C(C)=N\O)ccc21	1	0	6	4	105	0	2	0.2	106	106	-1
CCN(CC)C(=O)c1cnn(-c2ccccc2)c1NC(=O)c1cccs1	2	2	2	7	98	9	5	0.1	96	99	2
COc1ccc(C(C#N)N2N=C(C)CC2(C)C)cc1OC (stereo unspecified)	6	-18	-9	-13	101	-4	-3	-0.3	100	100	-10
COc1ccccc1N1CCN(CCCC(=O)c2ccc(F)cc2)CC1	6	-1	-6	0	98	-1	-3	2.5	102	101	-3
c1ccc(CCc2ccccc2-c2nc(-c3ccccn3)no2)cc1	19	-4	-1	-7	95	-4	-1	1.0	95	96	-11
SMILES	ABCG2 inh	Bfl-1 Bim block	Bim-Bcl-B	Bim-Bcl-2	RGS7-Gao	Bim-Mcl-1	Bim-Bcl-W	ABCB1 inh	RGS4-Gao reg	RGS8-Gao	Bcl-XL Bim block
COc1ccc(C(=O)Nc2ccccc2N2CCOCC2)cc1[N+](=O)[O-]	42	-1	0	-3	102	-2	-1	5.1	101	100	-4
O=C(CSc1nnc(Nc2ccccc2F)s1)c1cc2ccccc2o1	-7	1	-8	2	105	-1	-1	-5.9	101	102	-5
O=C1OC(c2ccc3c(c2)OCO3)N(C(=O)c2ccc(Cl)c(Cl)c2)c2ccccc21 (stereo unspecified)	13	2	-1	-2	104	0	0	1.8	100	104	0
COC(=O)COc1cc(C)cc2oc(=O)c(CC(=O)OC)c(C)c12	8	-8	-3	-4	99	0	0	0.7	91	96	1
CN(C)S(=O)(=O)N1CCN(c2ccc([N+](=O)[O-])cc2)CC1	1	0	-3	2	104	0	-1	0.4	98	108	-1
CCCNC(=O)c1ccc(OC)cc1OC	6	5	3	1	103	-1	0	0.0	104	97	0
COC(=O)CSc1nc(C(C)C)nc2ccccc12	8	-15	-4	-7	108	-1	0	-0.6	107	107	-3
COc1ccc([N+](=O)[O-])cc1NC(=O)c1ccccc1SC	16	-8	-4	-3	99	16	-1	1.0	98	102	-1
CC(=O)Nc1ccc(OS(=O)(=O)c2ccc(C)cc2C)cc1	0	-7	-1	-4	101	-3	-1	0.2	97	101	-2
COc1cc(N/C=C(\C(C)=O)c2ccccc2)cc(OC)c1	6	-14	-9	-10	98	-1	3	0.7	96	95	-13
CC(C)C(NC(=O)C1CCCCC1)C(=O)Nc1ccncc1 (stereo unspecified)	1	-9	-8	-9	98	-1	3	0.5	103	100	-4
COCCNC(=O)CN1c2ccccc2CC1C (stereo unspecified)	4	-8	-9	-8	98	-4	-3	1.0	101	100	-8
Cc1ccc(S(=O)(=O)Nc2ccc(Br)cc2/C=N/n2cnnc2)cc1	1	-12	-7	-11	100	1	4	0.1	97	98	-4
Cn1c(=O)c2c(nc(-n3ccnc3)n2Cc2ccccc2)n(C)c1=O	9	-3	-2	-2	99	-6	-3	0.5	98	97	-4
Cn1c(CC2C(=O)Nc3ccc(Br)cc32)nc2ccccc2c1=O (stereo unspecified)	-1	1	-4	-8	98	-5	-3	-0.5	94	101	-4

Bioassay records from PubChem.
